G9a inh: inhibitors of human histone lysine methyltransferase G9a | G9a H3K9 monomethylation, AlphaScreen, 2 h | Potency, µM (doses to about 102 µM), for the others: at the highest dose activity, negative = inhibition, usual class: inhibitors | hit rate 8.8% among 350,000 | AID 504332; further: potency means the concentration at half of the fitted maximal effect; on the % scale 0 is the no-effect control and ±100 the full control effect; nearly all actives have a fitted effect of over 75% in size
Target sequence (Q96KQ7 913-1193 limits assumed): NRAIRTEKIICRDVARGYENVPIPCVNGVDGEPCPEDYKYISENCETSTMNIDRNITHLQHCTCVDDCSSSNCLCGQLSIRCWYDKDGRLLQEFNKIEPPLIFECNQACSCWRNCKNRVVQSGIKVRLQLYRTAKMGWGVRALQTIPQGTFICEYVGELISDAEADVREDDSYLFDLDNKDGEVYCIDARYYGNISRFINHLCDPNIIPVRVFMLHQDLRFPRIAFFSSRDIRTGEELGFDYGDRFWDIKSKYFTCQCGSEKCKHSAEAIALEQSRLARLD
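AlphaScreen detection with an anti-monomethyl H3K9 antibody quantified product after a 2 h room-temperature reaction containing 500 nM biotinylated H3K9 peptide, 20 µM SAM and 20 nM enzyme, which had been preincubated 15 min with compound.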
BAZ2B inh: blocks human BAZ2B | AlphaScreen BAZ2B-H3K14Ac peptide displacement | Potency, µM (highest dose often 114 µM), for inactives: at the highest dose activity change, negative = inhibition, hits mostly inhibitors | hit rate 4.4% among 360,000 | AID 504333; further: potency means the concentration at half of the fitted maximal effect; on the % scale 0 is the no-effect control and ±100 the full control effect; nearly all actives have a fitted effect of over 60% in size
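BAZ2B 50 nM plus b-H3(5-23)K14Ac 50 nM, PBS pH 7.4/0.01% Tween-20, 30 min RT; compound added (max 110 uM), 30 min RT; streptavidin donor/Ni-chelate acceptor beads 10 ug/mL final, 20 min dark; AlphaScreen read.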
PI4K2A inh: blocks human PI4K2A kinase activity. purified PI4K2A, ADP-Glo luminescence, 1 h; stronger effect = lower value. activity change, negative = inhibition, % at 76.9 µM. hit rate 0.13% among 420,000; in the data active means activity change below about -50%; inconclusive means mostly about -30% to -49%;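 further: -100% = wells without enzyme as full effect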
Target sequence (Q9BTU6 whole entry, looked up): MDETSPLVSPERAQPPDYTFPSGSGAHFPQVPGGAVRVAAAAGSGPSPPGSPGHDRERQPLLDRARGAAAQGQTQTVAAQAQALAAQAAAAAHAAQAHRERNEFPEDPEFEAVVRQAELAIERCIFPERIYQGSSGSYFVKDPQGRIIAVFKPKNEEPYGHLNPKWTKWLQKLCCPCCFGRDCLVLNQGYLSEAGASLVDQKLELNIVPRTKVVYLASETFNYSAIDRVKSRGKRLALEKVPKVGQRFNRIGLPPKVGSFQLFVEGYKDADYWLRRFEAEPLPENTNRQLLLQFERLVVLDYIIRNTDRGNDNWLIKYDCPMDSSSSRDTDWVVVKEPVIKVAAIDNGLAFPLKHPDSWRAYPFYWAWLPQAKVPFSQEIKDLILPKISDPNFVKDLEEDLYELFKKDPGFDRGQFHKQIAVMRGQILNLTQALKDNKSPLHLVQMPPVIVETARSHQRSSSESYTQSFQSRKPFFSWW
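Compounds are screened against recombinant PI4K2A using PI as substrate and ATP, the latter dispensed at 300 microM. Reactions run one hour at ambient temperature before ADP-Glo detection; full inhibition defined by wells lacking enzyme.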
12-LOX inh: blocks human arachidonate 12S-lipoxygenase; P18054; purified 12hLO, xylenol orange hydroperoxide absorbance; Potency, µM (doses to about 108 µM), for the others: at the highest dose activity change, negative = inhibition, hits mostly inhibitors; hit rate 1.1% among 580,000; AID 1671190; further: potency means the concentration at half of the fitted maximal effect; on the % scale 0 is the no-effect control and ±100 the full control effect
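Purified human 12hLO (150 nM final) in 25 mM Hepes, 0.01% Triton X-100, pH 7.0 was preincubated 15 min at room temperature with compound. Then 40 uM arachidonic acid was added, 30 min. Hydroperoxide was read by Fe-XO absorbance ratio 573/405 nm.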
GLS inhibitor: inhibitors of human glutaminase (GLS) | O94925 | GLS enzymatic activity, qHTS titration | Potency, µM (highest dose often 45.5 µM), for the others: top-dose activity change, negative = inhibition, actives largely listed as inhibitors | hit rate 0.21% among 410,000; further: potency means the concentration at half of the fitted maximal effect; on the % scale 0 is the no-effect control and ±100 the full control effect
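Human kidney-isoform GLS in 45 mM KH2PO4 pH 8.2, 0.02% Tween-20, with compound, started with 1mM L-Glutamine (added stock). Glutamate oxidase/HRP/Amplex red coupled fluorescence read at start and after 30 min at RT.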
RGS4 inh: human RGS4 inhibition. Transcreener GDP fluorescence polarization, RGS4-accelerated GTP hydrolysis. hit rate 0.039% among 390,000. Potency, µM (doses to about 114 µM), without a hit: top-dose activity change, negative = inhibition, hits mostly inhibitors. P49798; further: potency means the concentration at half of the fitted maximal effect; on the % scale 0 is the no-effect control and ±100 the full control effect; nearly all actives have a fitted effect of over 75% in size; some results filed as inactive show a strong effect at the top dose
Target sequence (P49798 whole entry, looked up): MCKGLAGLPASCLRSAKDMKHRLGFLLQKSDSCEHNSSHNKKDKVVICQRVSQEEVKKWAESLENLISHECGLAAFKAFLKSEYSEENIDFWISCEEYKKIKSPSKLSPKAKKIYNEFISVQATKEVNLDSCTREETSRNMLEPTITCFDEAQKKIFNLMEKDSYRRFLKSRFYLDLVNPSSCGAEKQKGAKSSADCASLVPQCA
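MLSMR compounds (23 nl, pin-transferred) preincubated 10 min at room temperature with a 500nM (2x) first reagent, then RGS4 at 900nM (2x) plus Transcreener GDP mix added; fluorescence polarization (620/688 nm) read before and after 90 min at 30 °C.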
ERG Ets-DNA blk: blocks human ERG Ets domain binding to DNA; fluorescence polarization, His-ERG Ets domain / labelled DNA; Potency, µM (series often up to 76.9 µM), for inactives: at the top dose FP activity, negative = inhibition, most hits filed as inhibitors; P11308; hit rate 0.028% among 370,000; active means well fitted inhibition curve with a large enough effect in the polarisation, with a control signal flat; inconclusive means small, poorly fitted or top-dose-only effect, or effect the other way, or a change in a side signal; inactive means no such curve, though single readings can be large or run the other way; the % refers to the polarisation;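 further: polarization taken with two DNA probes labelled with fluorescein and Texas red; potency means the concentration at half of the fitted maximal effect; % of control where 0% means no effect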
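His-tagged ERG Ets domain (1 uM in the protein solution; 300mM KCl, 50mM Tris-HCl, 1mM EDTA, 1mM DTT, pH 7.5) received compound, then a probe mix of 5 nM fluorescein-DNA and 100nM Texas-615-DNA. Fluorescence polarization was read for both dyes.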
HP1b binding inh: HP1-beta chromodomain-methylated histone interaction inhibition | AlphaScreen HP1-beta / biotin-H3K9me3 peptide binding | Potency, µM (top dose mostly 114 µM), for the others: at the top dose activity change, negative = inhibition, most hits filed as inhibitors | P83916 | hit rate 0.56% among 390,000; further: potency means the concentration at half of the fitted maximal effect; nearly all actives have a fitted effect of over 70% in size; inactives centre near 23
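Compound inhibition of the preformed complex between 50 nM HP1-beta and 50 nM biotinylated H3K9me3 peptide was read by AlphaScreen. Buffer was PBS pH 7.4 with 0.01% Tween-20. Incubations ran 30 min at room temperature, with 10 ug/mL donor/acceptor beads.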
JMJD2A Tudor: blocks the human JMJD2A Tudor domain | AlphaScreen JMJD2A-Tudor / H3K4me3 peptide binding | Potency, µM (titrated, usually from 114 µM), inactives show top-dose activity change, negative = inhibition, most hits filed as inhibitors | hit rate 4.4% among 390,000 | AID 504339; further: potency means the concentration at half of the fitted maximal effect; on the % scale 0 is the no-effect control and ±100 the full control effect; nearly all actives have a fitted effect of over 50% in size
The depositor's hits bear a star; [ ] = dose if it differs, or a comment. Unless noted, the call rests on the fitted dose curve; in most records, active means well fitted curve in the direction sought with a large enough effect; inconclusive means small, poorly fitted or top-dose-only effect, or another doubt; inactive means no such curve, though single readings can be large; an effect the other way counts as inactive or inconclusive. Not all compounds are listed, so the mix of outcomes need not match the whole.

The opening 2 compounds as a preview:
For O=C(CSc1nnnn1-c1cccc(F)c1)NC1CC1 the results were PI4K2A inh 1, 12-LOX inh -17%, GLS inhibitor -13%, RGS4 inh 15%, ERG Ets-DNA blk -1%, HP1b binding inh 22% and JMJD2A Tudor 2%.
CCOc1ccc(NC(=S)Nc2cccnc2)cc1 was read as G9a inh 45µM*, BAZ2B inh -14%, PI4K2A inh 3, 12-LOX inh -29%, GLS inhibitor -13%, RGS4 inh -39%, ERG Ets-DNA blk 8%, HP1b binding inh -9% and JMJD2A Tudor -10%.

The list itself, from the start:
For O=C(CSc1nnnn1-c1cccc(F)c1)NC1CC1 the results were PI4K2A inh 1, 12-LOX inh -17%, GLS inhibitor -13%, RGS4 inh 15%, ERG Ets-DNA blk -1%, HP1b binding inh 22% and JMJD2A Tudor 2%.
CCOc1ccc(NC(=S)Nc2cccnc2)cc1 was read as G9a inh 45µM*, BAZ2B inh -14%, PI4K2A inh 3, 12-LOX inh -29%, GLS inhibitor -13%, RGS4 inh -39%, ERG Ets-DNA blk 8%, HP1b binding inh -9% and JMJD2A Tudor -10%.
`Cc1cc(C(=O)NNC(=S)Nc2ccccc2)nn1C` gave G9a inh 32µM*, BAZ2B inh 3%, PI4K2A inh 6, 12-LOX inh -5%, GLS inhibitor inconclusive, RGS4 inh -43%, ERG Ets-DNA blk 13%, HP1b binding inh 80%[activator] and JMJD2A Tudor -13%[11.4 µM].
For COc1ccc(Cl)cc1NC(=O)CSc1ccc(-c2sc(C)nc2C)nn1 the results were G9a inh 5%[59 µM], BAZ2B inh -9%, PI4K2A inh -5, 12-LOX inh -19%, GLS inhibitor -3%, RGS4 inh inconclusive, ERG Ets-DNA blk 2%, HP1b binding inh 22%[57 µM] and JMJD2A Tudor -8%.
`CC(=O)c1c(C)[nH]c(C(=O)NCc2ccc(C)cc2)c1C` gave G9a inh 47%[12.7 µM], BAZ2B inh inconclusive, PI4K2A inh 7, 12-LOX inh -6%, GLS inhibitor -7%, RGS4 inh -9%, ERG Ets-DNA blk -4%, HP1b binding inh 31% and JMJD2A Tudor -8%.
`CC1=C(c2ccc(C(C)C)cc2)S(=O)(=O)N=C1N1CCN(c2ccc(F)cc2)CC1` gave G9a inh -35%[59 µM], BAZ2B inh -1%, PI4K2A inh -3, 12-LOX inh inconclusive, GLS inhibitor 5%, RGS4 inh -9%, ERG Ets-DNA blk 2%, HP1b binding inh 26% and JMJD2A Tudor -16%.
For CC1Sc2ccc(S(=O)(=O)CCC(=O)N3CCCC3)cc2NC1=O (configuration not stated) the results were G9a inh 15%, BAZ2B inh -10%[57.1 µM], PI4K2A inh -3, 12-LOX inh -3%, GLS inhibitor -1%, RGS4 inh 4%, ERG Ets-DNA blk -1%, HP1b binding inh 41%[activator] and JMJD2A Tudor 4%.
Screening CC(=O)N1CCc2cc(S(=O)(=O)NC(Cc3ccccc3)C(=O)Nc3cc(C)cc(C)c3)ccc21 (configuration not stated) returned G9a inh -35%[59 µM], PI4K2A inh 0, 12-LOX inh -21%, GLS inhibitor -4%, RGS4 inh 2%, ERG Ets-DNA blk 8%, HP1b binding inh 29% and JMJD2A Tudor -8%.
Cc1ccc(N(CC(=O)NCCc2ccc(F)cc2)S(=O)(=O)c2ccc(Cl)c([N+](=O)[O-])c2)c(C)c1 was read as G9a inh 7%[59 µM], BAZ2B inh -39%, PI4K2A inh 3, 12-LOX inh -13%, GLS inhibitor 0%, RGS4 inh 9%[11.4 µM], ERG Ets-DNA blk 5%, HP1b binding inh inconclusive and JMJD2A Tudor inconclusive.
Screening Cc1ccc(NCC(=O)N=Nc2c(O)n(C)c3ccccc23)cc1 returned BAZ2B inh 18µM*, PI4K2A inh 5, 12-LOX inh 23%, GLS inhibitor 8%, RGS4 inh 13%, ERG Ets-DNA blk 0%, HP1b binding inh 4% and JMJD2A Tudor -25%.
`CC1=C(C(N)=O)C(c2cccs2)NC(=S)N1` (configuration not stated) gave BAZ2B inh 1%, PI4K2A inh 6, 12-LOX inh inconclusive, GLS inhibitor 2%, RGS4 inh inconclusive, ERG Ets-DNA blk -10%, HP1b binding inh -7% and JMJD2A Tudor -25%.
For CC(C)c1ccc2oc(=O)cc(CN3CCCCC3)c2c1 the results were G9a inh 71µM*, BAZ2B inh 61%[activator], PI4K2A inh -3, 12-LOX inh inconclusive, GLS inhibitor 1%, RGS4 inh -1%, ERG Ets-DNA blk 9%, HP1b binding inh 57%[activator] and JMJD2A Tudor 12%.
Screening O=C(N/N=C/c1cc(Cl)ccc1O)c1ccncc1 returned G9a inh 62%[activator][12.7 µM], BAZ2B inh 20µM*, PI4K2A inh 10, 12-LOX inh -14%, GLS inhibitor -20%, RGS4 inh -64%[11.4 µM], ERG Ets-DNA blk 8%, HP1b binding inh -11% and JMJD2A Tudor inconclusive.
`Cc1ccc(S(=O)(=O)c2nc(S(C)(=O)=O)sc2N2CCN(C)CC2)cc1` gave G9a inh -3%, BAZ2B inh -16%, PI4K2A inh 7, 12-LOX inh 27%, GLS inhibitor -2%, RGS4 inh 28%, ERG Ets-DNA blk 8%, HP1b binding inh 20% and JMJD2A Tudor -5%.
CC(C)CCNC(=O)c1ccc(C2SCC(=O)N2Cc2ccco2)cc1 (configuration not stated) was read as G9a inh inconclusive, BAZ2B inh 9%, PI4K2A inh 2, 12-LOX inh 0%, GLS inhibitor 8%, RGS4 inh 13%, ERG Ets-DNA blk 6%, HP1b binding inh 25% and JMJD2A Tudor -9%.
Screening Cn1c(=O)cc(OCCCC(=O)Nc2ccc3c(c2)OCCO3)c2ccccc21 returned G9a inh -2%[59 µM], BAZ2B inh 0%, PI4K2A inh 0, 12-LOX inh 0%, GLS inhibitor -1%, RGS4 inh -8%, ERG Ets-DNA blk -4%, HP1b binding inh 30% and JMJD2A Tudor 4%.
Screening O=C(Cn1cc(SCc2ccccc2F)c2ccccc21)N1CCCCCC1 returned G9a inh -1%[59 µM], BAZ2B inh -3%, PI4K2A inh 1, 12-LOX inh -19%, GLS inhibitor -6%, RGS4 inh -8%, ERG Ets-DNA blk 2%, HP1b binding inh 50%[activator] and JMJD2A Tudor 5%.
`O=C(Nc1cccc(C(=O)Nc2ccccc2C(=O)O)c1)c1cccc(Cl)c1` gave PI4K2A inh -4, 12-LOX inh 9%, GLS inhibitor 0%, RGS4 inh 6%, ERG Ets-DNA blk -1%, HP1b binding inh 49%[activator] and JMJD2A Tudor -1%.
Screening Cc1cc(C)cc(-n2c(C)cc(C=C(C#N)C#N)c2C)c1 returned G9a inh 12%[12.7 µM], BAZ2B inh -5%, PI4K2A inh 4, 12-LOX inh 44%[activator], GLS inhibitor 9%, RGS4 inh 30%, ERG Ets-DNA blk -1%, HP1b binding inh 13% and JMJD2A Tudor -18%.
Screening COc1cccc2c1cc1c(=O)n(CC(=O)N3CCN(c4ccc(Cl)cc4)CC3)nc(C)n12 returned G9a inh 35%[59 µM], BAZ2B inh 31%, PI4K2A inh 1, 12-LOX inh -19%, GLS inhibitor -2%, RGS4 inh -5%, ERG Ets-DNA blk 7%, HP1b binding inh 50%[activator] and JMJD2A Tudor -13%.
S=c1[nH]nc(C2CCCCC2)n1Cc1ccccc1 was read as G9a inh 11µM*, BAZ2B inh -28%, PI4K2A inh -1, 12-LOX inh inconclusive, GLS inhibitor -13%, RGS4 inh -25%, ERG Ets-DNA blk -3%, HP1b binding inh 18% and JMJD2A Tudor 35µM*.
CC(=O)Nc1ccc(S(=O)(=O)N2CCC(N3CCCCC3)CC2)cc1 was read as G9a inh -3%, BAZ2B inh -5%, PI4K2A inh 1, 12-LOX inh -3%, GLS inhibitor 0%, RGS4 inh 13%, ERG Ets-DNA blk -3%, HP1b binding inh 32%[57 µM] and JMJD2A Tudor -7%.
Screening O=C(O)Cn1c(-c2cccs2)cc2cc(Cl)ccc21 returned G9a inh 1%[59 µM], BAZ2B inh -1%, PI4K2A inh -3, 12-LOX inh -23%, GLS inhibitor 5%, RGS4 inh 5%, ERG Ets-DNA blk -6%, HP1b binding inh 28% and JMJD2A Tudor -1%.
O=C1O/C(=C/c2ccccc2)c2ccccc21 was read as G9a inh 18%[59 µM], BAZ2B inh 149%[activator], PI4K2A inh -3, 12-LOX inh -16%, GLS inhibitor 1%, RGS4 inh -10%, ERG Ets-DNA blk 5%, HP1b binding inh 285%[activator] and JMJD2A Tudor 137%[activator].
`COCCNC(=O)c1onc(CSc2ccc(F)cc2)c1C(=O)NCCOC` gave G9a inh 9%[59 µM], BAZ2B inh 0%, PI4K2A inh -1, 12-LOX inh 0%, GLS inhibitor 16%, RGS4 inh -1%, ERG Ets-DNA blk -2%, HP1b binding inh 28% and JMJD2A Tudor -12%.
For CC(O)CNC1c2ccccc2CC1O (configuration not stated) the results were PI4K2A inh 2, 12-LOX inh -1%, GLS inhibitor -5%, RGS4 inh 2%, ERG Ets-DNA blk -6%, HP1b binding inh 10%[57 µM] and JMJD2A Tudor 4%.

Screening results from PubChem.
